# Glyco luc inh: N-linked glycosylation inhibition; D54 ERlucT glycosylation luciferase reporter, 24 h; percent of 100 nM tunicamycin response; reporter increase, % at 12.5 µM; 360,000 compounds, 0.23% hits;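 active means mean luciferase reporter signal, scaled so untreated is 0 and the glycosylation-blocking control 100, at or above a set limit in every replicate; inconclusive means mean reaches the limit but not every replicate does; inactive means mean below the limit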;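 further: luciferase carries N-glycosylation sites so blocking glycosylation raises the light; 0% = median of neutral control wells and 100% = median of 100 nM tunicamycin wells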
# CaV13 FRET inh: Primary screen for inhibitors of IQ motif and Ca2+-dependent inactivation inhibitor domain binding in CACNA1D, Förster resonance energy transfer in living cells, …; inhibition, % at 12.3 µM; HEK cells, CFP/YFP FRET ICDI-IQ, plate reader, 10 min; percent FRET-ratio fall versus neutral wells; 340,000 compounds, 0.098% hits;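 active means mean replicate inhibition of at least 30% and at least 1% of replicates passing that level; inconclusive means only one of the two criteria is met; inactive means neither criterion is met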;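 further: 0% = median of the neutral control wells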
# MC4R antag cAMP: blocks human MC4R cAMP signaling | P32245 | MC4R-expressing cells, MTII-stimulated cAMP, LANCE TR-FRET | inhibition, % at 6.5 µM | 360,000 compounds, 0.48% hits;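 active means inhibition above its plate's cutoff, the mean of tested wells on that plate plus 3 SD, cut at about 29% in these data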;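 further: 0% = Melanotan II alone and 100% = Melanotan II plus saturating MCL0020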
#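 Test system: U2OS cells stably expressing human melanocortin 4 receptor (MC4R); also added: Melanotan II challenge; compound: 6.5 µM single dose; timing: 30-min compound preincubation, 1-h Melanotan II challenge, 1-h detection, room temperature; signal: Eu-cAMP/anti-cAMP TR-FRET, emission 671 nm; repeats: one well per compound, no replicates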
# aDG glyco act: alpha-DG glycosylation activation; activation, % at 10 µM; 360,000 compounds, 0.22% hits; AID 624168; Pro5-aDG cells, alpha-DG glycosylation AlphaScreen (IIH6); 0% Pro5, 100% B10-LARGE cell signal;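 active means activation of at least 8% versus controls, or a plate z-score of at least 8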;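 further: Pro5 are CHO cells carrying HIG-tagged alpha-DG that lacks glycosylation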
# Cardio protect: protects H9c2 cardiomyocytes from peroxide injury | H2O2 injury protection, ATPLite, 2 h | 360,000 compounds, 0.63% hits | protection from H2O2 cell death, % at 20 µM | AID 588492;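 active means compounds giving at least 50% protection of heart cells from peroxide-induced death in the single-dose screen, raw or plate-pattern-corrected value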;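 further: 0% = DMSO wells with peroxide and 100% = DMSO wells without peroxide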
# HTR2A ag: mouse HTR2A agonism via beta-arrestin recruitment; CHO-K1 mHTR2A beta-arrestin complementation, luminescence; percent of 30 µM serotonin response; activation, % at 7.6 µM; 360,000 compounds, 0.66% hits;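 active means activation above a run cutoff, the mean activation of all tested compounds plus 3 SD, cut at about 14% in these data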;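 further: 0% = plate median of compound wells and 100% = 30 µM serotonin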
# PDI inh: inhibitors of human protein disulfide isomerase; PDI insulin aggregation turbidity, A650, 90 min; P07237; inhibition, % at 10 µM; AID 588391; 350,000 compounds, 0.052% hits;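 active means mean inhibition across replicates of 30% or more, whatever share of single replicates reach that level; inconclusive means mean inhibition below 30% while every single replicate reaches 30%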;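 further: absorbance from insulin aggregation driven by PDI reduction with DTT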
# ABCB6 inh MLPCN: inhibitors of human ABC transporter ABCB6 | AID 602162 | 360,000 compounds, 0.19% hits | fluorescence ratio to DMSO, % at 10 µM | Q9NP58 | K562-ABCB6 porphyrin accumulation, flow cytometry, 1 h; active compounds read low;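 active means fluorescence ratio to DMSO below 75%, the collection mean minus 3 SD; inconclusive means too few cells collected in the well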;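 further: signal is porphyrin accumulated inside mitochondria; 100% equals median channel fluorescence of DMSO control wells; lower ratio means ABCB6 inhibition with less porphyrin fluorescence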
# Target sequence (Q9NP58 whole entry, looked up): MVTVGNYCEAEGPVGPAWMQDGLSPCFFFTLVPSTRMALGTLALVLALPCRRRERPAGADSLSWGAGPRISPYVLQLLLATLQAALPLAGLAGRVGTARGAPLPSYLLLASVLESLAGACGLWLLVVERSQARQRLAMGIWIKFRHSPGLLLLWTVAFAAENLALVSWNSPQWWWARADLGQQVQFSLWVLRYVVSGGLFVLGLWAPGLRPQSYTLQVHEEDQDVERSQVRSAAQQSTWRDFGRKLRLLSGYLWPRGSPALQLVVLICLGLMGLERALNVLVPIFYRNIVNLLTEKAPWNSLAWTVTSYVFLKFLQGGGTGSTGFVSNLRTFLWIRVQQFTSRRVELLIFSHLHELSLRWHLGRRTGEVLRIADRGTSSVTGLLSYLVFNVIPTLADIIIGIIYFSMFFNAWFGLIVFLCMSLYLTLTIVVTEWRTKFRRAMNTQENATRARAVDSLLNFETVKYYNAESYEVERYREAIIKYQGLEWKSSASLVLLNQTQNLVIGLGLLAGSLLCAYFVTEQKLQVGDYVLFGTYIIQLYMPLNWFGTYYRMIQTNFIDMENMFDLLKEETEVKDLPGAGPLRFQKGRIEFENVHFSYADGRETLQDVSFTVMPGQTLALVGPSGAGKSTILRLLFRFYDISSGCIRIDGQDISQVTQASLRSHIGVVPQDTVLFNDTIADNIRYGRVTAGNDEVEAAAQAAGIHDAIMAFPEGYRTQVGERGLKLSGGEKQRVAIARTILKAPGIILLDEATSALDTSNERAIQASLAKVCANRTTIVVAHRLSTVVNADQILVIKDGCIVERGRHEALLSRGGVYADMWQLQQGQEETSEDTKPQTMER
# Vif imaging: inhibitors of HIV Vif. HEK293T cells, Vif self-association by quenched fluorescence, imaging, 24 h. AID 602346. 340,000 compounds, 0.35% hits. inhibition, % at 7.49 µM; in the data active means inhibition above about 50%, passing the limit was not always enough; inconclusive means no clear call, values can overlap the other calls; inactive means below about 31%; further: some results filed as inactive read as strong as hits
# MC4R ag barr: agonists of human melanocortin 4 receptor (MC4R) beta-arrestin. P32245. U2OS MC4R beta-arrestin complementation, luminescence; percent of melanotan II response, DMSO zero. activation, % at 8.9 µM. 360,000 compounds, 0.98% hits;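 active means activation above a per-plate cutoff, the mean activation of sample wells on that plate plus 3 SD, cut at about 8% in these data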
# Active calls of the source: *; ? = inconclusive; · = not tested or not shown. Compounds as they come; 3.6% or so of the library scored in one or more.
SMILES,Glyco luc inh,CaV13 FRET inh,MC4R antag cAMP,aDG glyco act,Cardio protect,HTR2A ag,PDI inh,ABCB6 inh MLPCN,Vif imaging,MC4R ag barr
Cc1ccc(S(=O)(=O)N(CCC(=O)O)Cc2ccc(Cl)cc2)cc1,3,-8,16,-0.1,-1,6,-1,100,-2,-0.4
CC(C)[C@H](CN(N=O)[C@@H](Cc1ccccc1)CN(C)N=O)N(CCc1ccccc1)N=O,-4,-4,8,-0.2,-3,6,-2,98,-6,-3.0
CCc1nc(SCC(=O)N2c3ccccc3Sc3ccccc32)c2ccccc2n1,-6,-3,1,0.1,-2,3,-4,95,9,-0.8
O=C(NCC(=O)N1CCCC(C(F)(F)F)C1)c1ccc(Oc2ccccc2)cc1 (centres undefined),-2,-3,4,0.3,0,-2,4,88,-21,-0.4
COc1cc2nc(-c3ccccc3C)oc(=O)c2cc1OC,1,-5,12,-0.2,9,5,-6,98,1,1.1
Cc1ccc(NCc2ccc([N+](=O)[O-])s2)cc1,-2,-5,4,0.0,-5,-2,-8,102,14,-1.0
Cc1nc(SCC(=O)NC2CC2)c2c(C)c(C)sc2n1,0,-2,21,0.0,-7,1,2,97,7,0.2
O=C(N/N=C/c1c(Cl)nc2ccccn2c1=O)c1cccnc1,0,-4,5,-0.1,11,-2,0,104,-2,0.6
CC(C)Oc1ccc(NC(=O)c2ccncc2)cc1,-2,-5,12,0.5,-9,2,10,93,-8,-0.3
CCc1nccn1S(=O)(=O)c1ccc2ccc(C)cc2c1,3,·,0,-0.2,1,-2,6,99,12,-2.8
CCn1c(CSc2ncccn2)nnc1SCC(=O)N1c2ccccc2CC1C (centres undefined),-1,-6,9,0.3,5,4,-2,95,·,-2.3
Cc1ccc(NC(=O)c2cncc(Br)c2)c(O)c1,-8,8,3,-0.1,-7,-2,-2,104,-5,-1.3
OCCNCc1cccc(-c2ccccc2)c1O,-2,-5,0,0.1,4,-1,1,95,5,-2.8
CSc1nc2c(c(=O)[nH]1)C(c1ccccc1Cl)CC(=O)N2 (centres undefined),0,-18,16,-0.2,10,-4,3,88,14,-0.8
CCCC1CCC(C(=O)Nn2c(C)nc3ccccc3c2=O)CC1 (centres undefined),3,-8,11,0.2,-4,3,4,105,-3,2.2
Cc1ccc(S(=O)(=O)N(C)Cc2ccc(C(=O)N/N=C3\CCCC(=O)C3)cc2)cc1,0,·,12,-0.2,-4,0,-2,99,-6,2.6
CCC(C)[C@H]1CNC(=O)C(=O)N1CCc1cccc(F)c1 (some centres undefined),·,-10,·,-0.2,·,8,·,101,·,·
CC(=O)Nc1ccc(S(=O)(=O)NNc2ccc([N+](=O)[O-])cc2)cc1,7,-3,2,0.0,8,-3,8,95,-2,-0.1
CC1CCN(C(=O)CCN2C(=O)C3C4C=CC(C4)C3C2=O)CC1 (centres undefined),2,-2,5,0.1,-3,3,-5,100,4,-1.8
Cc1nn(C)c(C(=O)Sc2cccc(Cl)c2)c1[N+](=O)[O-],11,4,-12,0.0,-8,-4,10,94,7,-2.3
CC1(C)Cc2c(c(N3CCOCC3)nc3sc4c(NN)ncnc4c23)CS1,-2,-6,7,-0.1,59*,2,?,94,-5,-2.5
CCn1c(Cn2nnc(-c3ccccc3)n2)nnc1SCc1ccc(Cl)c(Cl)c1,-4,-6,4,0.4,-15,-6,14,93,-12,1.0
CC1(C)N=C(N)N=C(N)N1c1cc(Cl)ccc1Cl,0,-18,4,-0.1,-5,23*,-3,100,·,1.4
COc1ccccc1CCNC(C)CCc1ccc(O)cc1 (centres undefined),1,-6,10,0.0,5,6,9,91,1,0.8
Cc1ccc(N2C(=O)c3ccccc3C2=O)cc1C,-1,·,2,-0.2,0,-2,-11,86,9,-1.3
CCC1(c2ccccc2)NC(=O)N(CC(=O)Nc2cccnc2Cl)C1=O (centres undefined),1,-6,2,-0.3,17,2,-5,99,-5,-3.3
O=C(O)CSC(NC(=O)c1cccnc1)(C(F)(F)F)C(F)(F)F,2,·,-8,-0.2,0,5,-19,99,-10,-1.5
O=C(NCc1ccncc1)C1CCCN1S(=O)(=O)c1ccc(Cl)cc1 (centres undefined),-3,-6,2,0.2,8,-3,-16,93,0,-0.5
COc1ccc(C(=O)CCc2ccc(OC)c(OC)c2)cc1,0,-2,2,0.3,-8,-1,0,100,-10,-0.4
CC(=O)Nc1ccc(NC(=S)NC(=O)C2CC2)cc1,1,-5,-1,1.5,1,9,-1,95,1,-0.3
Fc1cccc(Cl)c1/C=N/Nc1ccccn1,2,-7,-3,-0.3,-5,3,0,97,-4,3.8
CCC(=O)NC(=S)Nc1ccc(NC(=O)c2ccco2)c(Cl)c1,1,1,3,0.3,0,8,8,91,4,0.4
CC(=O)c1ccc(OCC(=O)NC2CCCCCC2)cc1,1,-2,16,0.1,3,8,-1,97,-3,-0.3
COC(=O)Nc1nc(-c2ccc(F)cc2)c(C)s1,-2,-2,-11,-0.1,-2,-6,0,97,-2,7.1
O=C(CSc1nc2ccccc2c(=O)n1-c1ccccc1)N1CCCc2ccccc21,1,-2,-2,0.1,-1,3,0,98,-18,1.9
Cc1cc(C(=O)CSc2nnc(C3CC3)n2C2CC2)c(C)n1C(C)C,10,-6,15,-0.2,-4,-3,-6,100,3,-1.2
Cc1csc(NC(=O)c2ccc(S(C)(=O)=O)cc2)n1,-1,-7,5,-0.1,3,0,-8,99,-2,-1.1
CCOc1ccc(-c2cc(C(=O)OC)nc3c2c(=O)n(C)c(=O)n3C)cc1,1,-15,1,0.8,-1,3,-4,99,-5,-1.6
CCCC(C(=O)NC1CCCC1)N(C(=O)Cn1nnc(-c2ccc(C)o2)n1)C1CCCC1 (centres undefined),-1,-8,23,-0.1,0,1,6,90,-13,2.5
COC(=O)c1nn(-c2cccc(Cl)c2)cc(OC)c1=O,2,-4,-1,0.0,0,1,-9,98,13,-0.5

# Part of the list above in a different format:
# Values run as follows: Glyco luc inh	CaV13 FRET inh	MC4R antag cAMP	aDG glyco act	Cardio protect	HTR2A ag	PDI inh	ABCB6 inh MLPCN	Vif imaging	MC4R ag barr
- Cc1ccc(S(=O)(=O)N(CCC(=O)O)Cc2ccc(Cl)cc2)cc1
→ 3	-8	16	-0.1	-1	6	-1	100	-2	-0.4
- CC(C)[C@H](CN(N=O)[C@@H](Cc1ccccc1)CN(C)N=O)N(CCc1ccccc1)N=O
→ -4	-4	8	-0.2	-3	6	-2	98	-6	-3.0
- CCc1nc(SCC(=O)N2c3ccccc3Sc3ccccc32)c2ccccc2n1
→ -6	-3	1	0.1	-2	3	-4	95	9	-0.8
- O=C(NCC(=O)N1CCCC(C(F)(F)F)C1)c1ccc(Oc2ccccc2)cc1 (centres undefined)
→ -2	-3	4	0.3	0	-2	4	88	-21	-0.4
- COc1cc2nc(-c3ccccc3C)oc(=O)c2cc1OC
→ 1	-5	12	-0.2	9	5	-6	98	1	1.1
- Cc1ccc(NCc2ccc([N+](=O)[O-])s2)cc1
→ -2	-5	4	0.0	-5	-2	-8	102	14	-1.0
- Cc1nc(SCC(=O)NC2CC2)c2c(C)c(C)sc2n1
→ 0	-2	21	0.0	-7	1	2	97	7	0.2
- O=C(N/N=C/c1c(Cl)nc2ccccn2c1=O)c1cccnc1
→ 0	-4	5	-0.1	11	-2	0	104	-2	0.6
- CC(C)Oc1ccc(NC(=O)c2ccncc2)cc1
→ -2	-5	12	0.5	-9	2	10	93	-8	-0.3
- CCc1nccn1S(=O)(=O)c1ccc2ccc(C)cc2c1
→ 3	·	0	-0.2	1	-2	6	99	12	-2.8
- CCn1c(CSc2ncccn2)nnc1SCC(=O)N1c2ccccc2CC1C (centres undefined)
→ -1	-6	9	0.3	5	4	-2	95	·	-2.3

# Remaining list, next part.
SMILES,Glyco luc inh,CaV13 FRET inh,MC4R antag cAMP,aDG glyco act,Cardio protect,HTR2A ag,PDI inh,ABCB6 inh MLPCN,Vif imaging,MC4R ag barr
COc1ccc(C2SCC(=O)N2c2ccc(F)cc2)cc1 (centres undefined),0,-5,1,0.0,-3,6,6,94,35,-2.3
CCc1oc(C(=O)O)cc1CN(CC)CC,3,·,6,-0.2,1,0,3,93,-1,0.9
Cc1nn(-c2ccccc2)c(Cl)c1C1C(C#N)=C(N)Oc2c1c(C)nn2-c1ccccc1 (centres undefined),0,-2,1,0.1,-13,-5,13,100,-3,-0.1
CN(C(=S)NC(=O)c1ccccc1)c1c(N)n(Cc2ccccc2)c(=O)[nH]c1=O,1,5,-4,0.8,3,-3,11,100,-1,-1.2
O=C(NCCC(=O)N1CCC2(CC1)NCCc1[nH]cnc12)c1ccc(Br)cc1,-1,-14,18,-0.1,4,-9,6,100,15,-0.9
CC(=O)c1cccc(NC(=O)c2cc(-c3ccc(C)cc3)on2)c1,1,-5,3,-0.1,-2,6,2,100,12,1.2
Cc1ccc(O)c(C2=Nc3ccccc3N=C(c3cccs3)C2)c1,-3,-24,2,0.4,2,0,2,91,6,-1.4

# Compound profiles (already shown):
# Entry for `O=C(NCc1ccncc1)C1CCCN1S(=O)(=O)c1ccc(Cl)cc1` (centres undefined) : Glyco luc inh = -3; CaV13 FRET inh = -6; MC4R antag cAMP = 2; aDG glyco act = 0.2; Cardio protect = 8; HTR2A ag = -3; PDI inh = -16; ABCB6 inh MLPCN = 93; Vif imaging = 0; MC4R ag barr = -0.5
# Entry for `CC(=O)c1ccc(OCC(=O)NC2CCCCCC2)cc1` : Glyco luc inh = 1; CaV13 FRET inh = -2; MC4R antag cAMP = 16; aDG glyco act = 0.1; Cardio protect = 3; HTR2A ag = 8; PDI inh = -1; ABCB6 inh MLPCN = 97; Vif imaging = -3; MC4R ag barr = -0.3

# Screens as filed in PubChem BioAssay.
